# Bioassay records: PubChem BioAssay, National Center for Advancing Translational Sciences (NCATS)
# ERG-DNA inh: inhibitors of human ERG Ets domain-DNA interaction. fluorescence polarization, His-ERG Ets domain / labelled DNA. Potency, µM (series often up to 76.9 µM), for inactives: at the highest dose FP activity, negative = inhibition, usual class: inhibitors. actives 0.028% (n = 370,000); active means well fitted inhibition curve with a large enough effect in the polarisation, with a control signal flat; inconclusive means small, poorly fitted or top-dose-only effect, or effect the other way, or a change in a side signal; inactive means no such curve, though single readings can be large or run the other way; the % refers to the polarisation;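 further: polarization taken with two DNA probes labelled with fluorescein and Texas red; potency means the concentration at half of the fitted maximal effect; % of control where 0% means no effect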
# Target sequence (P11308 whole entry, looked up, the tested form may be a part): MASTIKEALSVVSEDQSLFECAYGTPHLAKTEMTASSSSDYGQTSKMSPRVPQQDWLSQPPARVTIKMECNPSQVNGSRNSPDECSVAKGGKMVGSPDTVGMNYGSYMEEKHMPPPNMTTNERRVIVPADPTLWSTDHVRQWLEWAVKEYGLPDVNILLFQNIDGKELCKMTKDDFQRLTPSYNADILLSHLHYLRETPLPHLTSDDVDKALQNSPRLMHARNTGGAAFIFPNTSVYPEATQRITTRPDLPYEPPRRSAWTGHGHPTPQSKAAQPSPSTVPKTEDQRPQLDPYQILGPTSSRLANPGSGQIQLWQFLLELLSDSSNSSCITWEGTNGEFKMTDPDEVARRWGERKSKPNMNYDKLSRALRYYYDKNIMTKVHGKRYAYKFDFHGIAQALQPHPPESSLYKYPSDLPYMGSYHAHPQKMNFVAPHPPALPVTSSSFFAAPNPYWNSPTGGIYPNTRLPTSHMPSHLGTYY
#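 His-tagged ERG Ets domain (1 uM in the protein solution; 300mM KCl, 50mM Tris-HCl, 1mM EDTA, 1mM DTT, pH 7.5) received compound, then a probe mix of 5 nM fluorescein-DNA and 100nM Texas-615-DNA. Fluorescence polarization was read for both dyes.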
# GLS inhibitor: blocks human kidney-isoform glutaminase activity; GLS enzymatic activity, qHTS titration; O94925; actives 0.21% (n = 410,000); Potency, µM (top dose mostly 45.5 µM), without a hit: at the highest dose activity change, negative = inhibition, hits mostly inhibitors; further: potency means the concentration at half of the fitted maximal effect; on the % scale 0 is the no-effect control and ±100 the full control effect
#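 Coupled fluorescence readout: glutamate oxidase/HRP/Amplex Red detect glutamate formed by hKGA from L-glutamine (1 mM solution added). Buffer 45 mM KH2PO4 pH 8.2, 0.02% Tween-20; reads at t0 and 30 min RT.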
# G9a inh: inhibitors of human histone lysine methyltransferase G9a; Q96KQ7; G9a H3K9 monomethylation, AlphaScreen, 2 h; Potency, µM (doses to about 102 µM), without a hit: top-dose activity, negative = inhibition, usual class: inhibitors; actives 8.8% (n = 350,000); further: potency means the concentration at half of the fitted maximal effect; on the % scale 0 is the no-effect control and ±100 the full control effect; nearly all actives have a fitted effect of over 75% in size
# Target sequence (Q96KQ7 913-1193 limits assumed): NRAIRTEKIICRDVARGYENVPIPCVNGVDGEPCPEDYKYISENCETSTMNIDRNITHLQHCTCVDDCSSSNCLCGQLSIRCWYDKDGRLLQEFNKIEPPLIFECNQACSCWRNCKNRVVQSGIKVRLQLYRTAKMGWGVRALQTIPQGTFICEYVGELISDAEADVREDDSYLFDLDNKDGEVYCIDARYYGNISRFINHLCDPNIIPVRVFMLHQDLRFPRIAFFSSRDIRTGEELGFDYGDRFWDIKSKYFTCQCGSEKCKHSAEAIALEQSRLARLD
#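 AlphaScreen detection with an anti-monomethyl H3K9 antibody quantified product after a 2 h room-temperature reaction containing 500 nM biotinylated H3K9 peptide, 20 µM SAM and 20 nM enzyme, which had been preincubated 15 min with compound.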
# BAZ2B inh: inhibitors of human BAZ2B bromodomain | Q9UIF8 | AlphaScreen BAZ2B-H3K14Ac peptide displacement | Potency, µM (top dose mostly 114 µM), without a hit: top-dose activity change, negative = inhibition, actives largely listed as inhibitors | actives 4.4% (n = 360,000) | AID 504333; further: potency means the concentration at half of the fitted maximal effect; on the % scale 0 is the no-effect control and ±100 the full control effect; nearly all actives have a fitted effect of over 60% in size
#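 AlphaScreen luminescence quantifies BAZ2B engagement of H3K14Ac peptide; the protein and biotinylated peptide are both at 50 nM final, buffer PBS pH 7.4 with 0.01% Tween-20, all steps at room temperature.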
# HP1b binding inh: HP1-beta chromodomain-methylated histone interaction inhibition. AlphaScreen HP1-beta / biotin-H3K9me3 peptide binding. Potency, µM (highest dose often 114 µM), inactives show at the highest dose activity change, negative = inhibition, hits mostly inhibitors. actives 0.56% (n = 390,000); further: potency means the concentration at half of the fitted maximal effect; nearly all actives have a fitted effect of over 70% in size; inactives centre near 23
# Target sequence (P83916 whole entry, looked up): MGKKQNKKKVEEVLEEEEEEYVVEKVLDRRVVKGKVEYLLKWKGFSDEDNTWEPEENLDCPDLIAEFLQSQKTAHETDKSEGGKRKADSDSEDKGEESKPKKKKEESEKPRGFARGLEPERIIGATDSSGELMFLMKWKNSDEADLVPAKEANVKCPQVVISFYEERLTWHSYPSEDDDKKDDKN
#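 HP1-beta protein (50 nM final) preincubated 30 min at room temperature with biotinylated H3(1-18)K9me3 peptide (50 nM) in PBS pH 7.4, 0.01% Tween-20, then compound added for 30 min. AlphaScreen streptavidin donor/nickel chelate acceptor beads (10 ug/mL final), 30 min dark, luminescence read.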
# RGS4 inhibitor: human RGS4 inhibition | P49798 | Transcreener GDP fluorescence polarization, RGS4-accelerated GTP hydrolysis | Potency, µM (top dose mostly 114 µM), inactives show at the highest dose activity change, negative = inhibition, most hits filed as inhibitors | actives 0.039% (n = 390,000) | AID 504845; further: potency means the concentration at half of the fitted maximal effect; on the % scale 0 is the no-effect control and ±100 the full control effect; nearly all actives have a fitted effect of over 75% in size; some results filed as inactive show a strong effect at the top dose
#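 MLSMR compounds (23 nl, pin-transferred) preincubated 10 min at room temperature with a 500nM (2x) first reagent, then RGS4 at 900nM (2x) plus Transcreener GDP mix added; fluorescence polarization (620/688 nm) read before and after 90 min at 30 °C.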
# JMJD2A Tudor inh: blocks the human JMJD2A Tudor domain; O75164; AlphaScreen JMJD2A-Tudor / H3K4me3 peptide binding; Potency, µM (top dose mostly 114 µM), without a hit: top-dose activity change, negative = inhibition, most hits filed as inhibitors; actives 4.4% (n = 390,000); AID 504339; further: potency means the concentration at half of the fitted maximal effect; on the % scale 0 is the no-effect control and ±100 the full control effect; nearly all actives have a fitted effect of over 50% in size
# ALOX12 inh: blocks human arachidonate 12S-lipoxygenase; actives 1.1% (n = 580,000); P18054; purified 12hLO, xylenol orange hydroperoxide absorbance; Potency, µM (series often up to 108 µM), inactives show at the highest dose activity change, negative = inhibition, usual class: inhibitors; further: potency means the concentration at half of the fitted maximal effect; on the % scale 0 is the no-effect control and ±100 the full control effect
#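 Purified human 12hLO (150 nM final) in 25 mM Hepes, 0.01% Triton X-100, pH 7.0 was preincubated 15 min at room temperature with compound. Then 40 uM arachidonic acid was added, 30 min. Hydroperoxide was read by Fe-XO absorbance ratio 573/405 nm.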
# PI4K2A inh: inhibitors of human PI4K2A; AID 1346378; actives 0.13% (n = 420,000); purified PI4K2A, ADP-Glo luminescence, 1 h; stronger effect = lower value; activity change, negative = inhibition, % at 76.9 µM; Q9BTU6; in the data active means activity change below about -50%; inconclusive means mostly about -30% to -49%;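 further: -100% = wells without enzyme as full effect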
#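 PI4K2A activity was measured by ADP-Glo luminescence: enzyme (4 ug/mL stock) and phosphatidylinositol (1.2 mM stock) in Tris pH 7.5/MgCl2/EGTA/Triton X-100 buffer were reacted with ATP (300 microM stock) for one hour at ambient temperature.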
# * hit, by the source's call; u = inconclusive; x = no result given; & = joins results of further samples; [ ] = remark or other dose. Unless noted, the call rests on the fitted dose curve; in most records, active means well fitted curve in the direction sought with a large enough effect; inconclusive means small, poorly fitted or top-dose-only effect, or another doubt; inactive means no such curve, though single readings can be large; an effect the other way counts as inactive or inconclusive.
SMILES,ERG-DNA inh,GLS inhibitor,G9a inh,BAZ2B inh,HP1b binding inh,RGS4 inhibitor,JMJD2A Tudor inh,ALOX12 inh,PI4K2A inh
COc1ccc(-c2nnn(CC(=O)N(CCO)C(C(=O)NC3CCCC3)c3ccncc3)n2)cc1 (configuration not stated),9%,-11%,260%[activator],100%[activator],-5%,u,u,-17%,-7
CCOC(=O)C1CCCN(C(=O)c2ccc(-c3ccc([N+](=O)[O-])cc3)o2)C1 (configuration not stated),6%,1%,12%[2.33 µM],u,u,u,u,u,-11
C[C@H](/C=C/[C@@]1(O)[C@H](C)C[C@H](O)CC1(C)C)O[C@@H]1O[C@H](CO)[C@@H](O)[C@H](O)[C@H]1O,5%,-3%,-2%[12.7 µM],-34%,33%,-2%,-10%,10%,-3
CCCCCCC[N+](CC)(CC)CCCCc1ccc(Cl)cc1,-49%,-2%,-5%[59 µM],-4%,39%,14%,-7%,22%,1&3
COc1cccc(/C=N/NC(=O)CC(=O)NCCc2ccccc2)c1OC,-12%,-9%,12%[59 µM],13%,27%,3%,9%,14%,2
COCCN(CC(=O)NCc1ccc(OC)cc1)C(=O)CCC(=O)Nc1nccs1,-3%,0%,13%[59 µM],x,15%,-10%,-3%,-13%,-6
O=C(Cc1ccccc1F)Nc1nc(-c2ccc(F)cc2)cs1,16%,-10%,12%,11%,28%,11%,-11%,-26%,4
CCCNC(=O)c1ccc2c(c1)ncn2-c1cc(C)cc(C)c1,1%,1%,14%[59 µM],-17%,8%,16%,-15%,10%,6
CCNC(=S)NNC(=O)c1cc(-c2cc(C)ccc2C)nc2ccccc12,1%,13%,41%[12.7 µM],-30%,29%,-35%,-27%,u,6
CC(C)(C)NS(=O)(=O)c1ccc2c(c1)oc(=O)c1cc(S(=O)(=O)NC(C)(C)C)ccc12,-7%,0%,-44%[2.33 µM],34%[activator],33%,-10%,-11%,2%,2
O=C(CSc1nnnn1C1CCCCC1)N1CCN(C(=O)c2ccco2)CC1,-5%,-2%,-4%,-38%,66%[activator],-15%[56.9 µM],-18%,82%[activator],-2
COc1ccc(C(=Cc2cc(OC)c(OC)cc2[N+](=O)[O-])C(=O)O)cc1,5%,56%[activator],x,x,27%,-6%,-9%,-12%,-4
CC(C)CCNc1nc(N)c([N+](=O)[O-])c(NCCO)n1,-8%,-15%,15%,-8%,46%[activator],-9%,3%,-4%,1
Cc1cccc(CSc2nc3nc(C)cc(C)n3n2)c1,4%,0%,-39%,-3%,31%,0%,-8%,-7%,6
OC(CN1CCN(c2ccccc2)CC1)Cn1c2ccccc2c2ccccc21 (configuration not stated),12%,10%,32µM*,u,-31%,-10%,u,0%,-1
COc1ccc(S(=O)(=O)Nc2cc(C)on2)cc1NC(C)=O,-4%,5%,2%[12.7 µM],-6%,31%,1%,-10%,2%,-3
O=C1C(=O)N(CCCc2ccccc2)c2ccccc21,-5%,2%,x,8%[0.457 µM],-6%,-11%,-24%,x,25
CCC1(C)CC(C(CC(=O)O)c2ccc(C)cc2)CCO1 (configuration not stated),5%,4%,10%,-2%,21%,4%,-8%,5%,5
CCN(CCCNC(=O)c1cc2c(=O)n(CC)c3ccccc3c2s1)Cc1ccccc1,6%,-1%,2%[59 µM],u,17%,-1%,-17%,13%,-2
CC(C(=O)N=c1sc2ccccc2n1C)N1C(=O)C2CC=CCC2C1=O (configuration not stated),8%,-26%,u,13%,4%,6%,-18%,0%,6
CC(C)Nc1nc(-c2cccnc2)nc(-c2ccccc2)c1C#N,-25%,-1%,u,5%,33%,7%,3%,x,-4
OCC[C@H]1C[C@@H](O)[C@H](O)[C@@]2(CCCc3ccccc3O2)O1,6%,28%,-2%[2.33 µM],10%,31%,7%,-8%,3%,-1
COc1cc(C=O)ccc1OCc1c(C)noc1C,-1%,-9%,14%,5%,32%,20%,-6%,8%,0
O=C(O)Cn1cc(/C=N/NC(=O)c2cc3cc(Br)ccc3o2)c2ccccc21,5%,-2%,-35%,50µM*,43%[activator],19%,7%,-5%,2
C[C@]12CC[C@H](O)CC1=CCC1C2CC[C@@]2(C)C1CC[C@@H]2NC(=O)[C@@H](N)Cc1ccccc1 (some centres not stated),13%,-19%,x,x,13%,-15%,-25%,u,-7
Cc1cccc(NC(=O)CSc2nc(-c3cccs3)nc3cc(=O)[nH]n23)c1,-1%,u,-38%[59 µM],79µM*,u,-6%,u,-20%,0
C=CCn1c(-c2ccccc2)n[nH]c1=S,6%,u,61%[activator][59 µM],46%[activator],-12%,-24%[11.4 µM],u,u,1
O=C(c1ccco1)N1CCN(C(=S)Nc2cc(F)cc(F)c2)CC1,28%,16%,x,-8%,31%,-18%,-6%,-38%,2
COC(=O)[C@H](C)NC(=O)NCc1ccc(S(N)(=O)=O)cc1,-1%,-1%,-2%,3%,-3%,8%,-11%,0%,-1
COc1ccc(-c2cc(C)nc3c(-c4ccccc4)cnn23)cc1,3%,-1%,98%[activator][12.7 µM],60%[activator],187%[activator],7%,133%[activator],1%,0

# Arranged by the number under BAZ2B inh (largest number first): three from the list above.
SMILES,ERG-DNA inh,GLS inhibitor,G9a inh,BAZ2B inh,HP1b binding inh,RGS4 inhibitor,JMJD2A Tudor inh,ALOX12 inh,PI4K2A inh
O=C(Cc1ccccc1F)Nc1nc(-c2ccc(F)cc2)cs1,16%,-10%,12%,11%,28%,11%,-11%,-26%,4
COc1cc(C=O)ccc1OCc1c(C)noc1C,-1%,-9%,14%,5%,32%,20%,-6%,8%,0
O=C(c1ccco1)N1CCN(C(=S)Nc2cc(F)cc(F)c2)CC1,28%,16%,x,-8%,31%,-18%,-6%,-38%,2

# The listing continues:
SMILES,ERG-DNA inh,GLS inhibitor,G9a inh,BAZ2B inh,HP1b binding inh,RGS4 inhibitor,JMJD2A Tudor inh,ALOX12 inh,PI4K2A inh
O=C(c1ccccc1)N1CCC(CC2CC(c3cccc(Br)c3)=NO2)(C(=O)NCC2CCCCC2)CC1 (configuration not stated),14%,13%,-37%,-29%,28%,24%,-21%,x,3
CCOc1ccc(C2C=C(c3ccc(F)cc3)Nc3ncnn32)cc1 (configuration not stated),2%,-1%,u,-29%,18%,-12%,-6%,u,6
Cc1ccc(-c2cc(-c3ccccc3Cl)c(C#N)c(N)n2)o1,0%,30%,u,u,u,u,u,7.1µM*,0
CCN(CC)S(=O)(=O)c1ccc(N2CC(C(=O)NC3(C)CCS(=O)(=O)C3)CC2=O)cc1 (configuration not stated),3%,-3%,12%[12.7 µM],6%,44%[activator],-7%,0%,-6%,2
CCCn1c2ccccc2c2cnn(CC(=O)Nc3cccc(C(=O)OCC)c3)c(=O)c21,5%,-8%,-4%[59 µM],-21%,17%,-3%,-19%,-28%,-1
NS(=O)(=O)c1ccc(CCNCc2cccnc2)cc1,-6%,4%,x,4%,53%[activator],-16%,-15%,u,16
Cc1ccc(S(=O)(=O)NC(CC(=O)O)c2ccccc2)cc1 (configuration not stated),6%,-3%,5%[12.7 µM],-5%,46%,-6%,-5%,u,1
CC(C)C[C@@H](C(=O)NC1CC1)N1C(=O)N2CCc3c([nH]c4ccccc34)[C@@]2(C)C1=O,10%,17%,-44%,-23%[57.1 µM],13%,-5%,-23%,-5%,-3
N#CC1(NC(=O)Cn2ncc(Cl)c(Cl)c2=O)CCCCC1,-2%,2%,u,-4%,15%,-16%,-15%,14%,-7
COc1ccc(-c2[nH]ncc2N=Nc2cc(C)cc(C)c2)cc1,19%,4%,u,u,-17%,-1%,-20%[11.4 µM],-6%,-4
C=CCn1cccc(C(=O)Nc2cc(OC)ccc2OC)c1=O,-3%,-15%,34%,-18%,17%,22%,-16%,1%,-1
Cc1ccc(NC(=O)c2cc(-c3cccc(O)c3)on2)cc1C,-2%,3%,u,4%,25%,11%,-14%,27%,-2
CN(CC(CC(=O)O)c1ccccc1)S(=O)(=O)c1ccc(Br)cc1 (configuration not stated),0%,2%,-11%,-3%,40%,-15%,-18%,-7%,2
N#Cc1ccc(C2=CC(=O)C[C@H](c3ccc4c(c3)OCO4)C2)cc1,-9%,0%,9%[2.33 µM],-9%,13%,-5%,-24%,-4%,2
CCNC(=S)NNC(=O)c1ccccc1OC(F)F,-8%,13%,62%[activator][59 µM],7%,49%[activator],-21%,5%,5%,-3
CCN(CC)C(=O)C(C(=O)c1cccc([N+](=O)[O-])c1)n1cc(Cl)ccc1=O (configuration not stated),-3%,-20%,-27%,4%,15%,6%[56.9 µM],-20%,-13%,-8
C#CC(CCN1CCCCC1)(OC)c1ccccc1 (configuration not stated),0%,1%,11%,-3%,20%,23%,-7%,2%,1
CSCCC(NC(=O)c1ccco1)C(=O)N1CCCC(C(F)(F)F)C1 (configuration not stated),1%,6%,-3%[12.7 µM],9%,43%[activator],-4%,-11%,48%[activator],0
CCOc1ccc2nc(NCCCNS(=O)(=O)c3ccc(F)cc3)c(C#N)cc2c1,2%,-9%,x,x,179%,-19%,84%[activator],-21%,-2
C/C(=N\Nc1ccc(C(F)(F)F)cc1[N+](=O)[O-])C(C)C,-1%,17%,11µM*,10µM*,40µM*,10%,u,2%,-3
CCOc1ccc(C2OCCC(C)O2)cc1OC (configuration not stated),-8%,3%,x,x,0%[57 µM],9%,0%,-4%,-1

# This is a subset; rates above refer to the full screens.
